PRMT1 FP inh: PRMT1 methyltransferase inhibitors, primary screen, biochemical, fluorescence polarization. recombinant PRMT1, activity-based probe fluorescence polarization. Protein arginine N-methyltransferase 1 (Homo sapiens), Q99873. inhibition, % at 2.79 µM. 1.3% of 370,000 active. AID 652257, 2013;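 active = inhibition above about 21% made by adding two undisclosed values, limit read from the data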
Target sequence (Q99873 whole entry, looked up): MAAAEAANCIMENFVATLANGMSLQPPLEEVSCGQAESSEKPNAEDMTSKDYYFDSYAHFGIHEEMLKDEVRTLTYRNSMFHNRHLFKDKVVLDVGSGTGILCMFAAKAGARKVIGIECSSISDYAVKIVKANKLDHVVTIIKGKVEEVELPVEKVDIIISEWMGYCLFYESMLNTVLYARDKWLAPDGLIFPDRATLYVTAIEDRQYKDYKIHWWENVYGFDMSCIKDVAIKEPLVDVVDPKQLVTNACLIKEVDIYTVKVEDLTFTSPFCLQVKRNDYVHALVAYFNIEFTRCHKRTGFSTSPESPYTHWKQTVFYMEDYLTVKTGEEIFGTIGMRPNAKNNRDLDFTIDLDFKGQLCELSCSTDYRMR
TDP2 inh: human TDP2 enzyme inhibitors, primary screen, biochemical, epi absorbance, recombinant enzyme; 0.34% of 370,000 active; T5PNP hydrolysis, p-nitrophenol absorbance 415 nm; Tyrosyl-DNA phosphodiesterase 2 (Homo sapiens), O95551; inhibition, % at 12.8 µM;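 active = inhibition above the mean of all tested compounds plus 3 SD, set per campaign, cut at about 25% in these data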;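 also: 0% = DMSO with enzyme and 100% = buffer with substrate but no TDP2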
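Evaluation: % inhibition relative to enzyme-containing and enzyme-free wells. Material: recombinant human TDP2. Benchmarks: enzyme-free and DMSO wells. Timing: enzyme reaction with compound for 2 h at 37 °C. Compound dosing: 12.8 µM only. Measured by: p-Nitrophenol epi absorbance. Reagent: T5PNP substrate at 5 mM, a TopII-DNA adduct mimic. Replication: single well per compound.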
KLK7 zymogen act: proKLK7 zymogen activators, primary screen, biochemical, fluorescence intensity; Kallikrein-7 (Homo sapiens), P49862; purified proKLK7, EDANS-DABCYL substrate fluorescence; 100% is mature enzyme control, 0% vehicle; activation, % at 7 µM; 0.9% of 370,000 active;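 active = activation above the mean of all tested compounds plus 3 SD, computed per campaign excluding outliers beyond control limits, cut at about 13% in these data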
Target sequence (P49862 whole entry, looked up): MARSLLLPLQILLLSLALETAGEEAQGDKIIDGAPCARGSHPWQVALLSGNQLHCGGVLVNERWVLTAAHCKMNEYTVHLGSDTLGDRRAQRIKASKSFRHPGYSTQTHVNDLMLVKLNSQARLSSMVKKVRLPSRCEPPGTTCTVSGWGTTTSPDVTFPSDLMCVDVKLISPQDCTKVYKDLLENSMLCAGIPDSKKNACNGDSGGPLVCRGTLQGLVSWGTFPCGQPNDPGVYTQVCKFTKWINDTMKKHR
SIAE inh: human SIAE inhibitors, primary screen, biochemical, fluorescence polarization, FP-Rh probe, 1536-well HTS. inhibition, % at 9.66 µM. SIAE FP-Rh probe binding. Sialate O-acetylesterase (Homo sapiens), Q9HAT2. 0.69% of 370,000 active;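 active = inhibition above a cutoff: mean of compounds within the control limits plus 3 SD of those, cut at about 17% in these data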;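 also: 0% = plate median of compound wells and 100% = probe without SIAE protein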
DDE Tn7 FP inh: inhibitors of Tn7 peptide binding to fibrin DD(E), primary screen, biochemical, fluorescence polarization, human fibrin, Tn7 probe; Fibrinogen beta chain (Homo sapiens), P02675; FP displacement of FITC-Tn7 peptide from fibrin DD(E); 0% = median of compound wells per plate; inhibition, % at 8.3 µM; 0.13% of 370,000 active; AID 720508, 2013;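 active = inhibition above the mean of compounds falling within the control limits plus 3 SD of them, cut at about 14% in these data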;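 also: 0% = plate median of compound wells and 100% = 10 µM Aha-Tn7 peptide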
Target sequence (P02675 whole entry, looked up): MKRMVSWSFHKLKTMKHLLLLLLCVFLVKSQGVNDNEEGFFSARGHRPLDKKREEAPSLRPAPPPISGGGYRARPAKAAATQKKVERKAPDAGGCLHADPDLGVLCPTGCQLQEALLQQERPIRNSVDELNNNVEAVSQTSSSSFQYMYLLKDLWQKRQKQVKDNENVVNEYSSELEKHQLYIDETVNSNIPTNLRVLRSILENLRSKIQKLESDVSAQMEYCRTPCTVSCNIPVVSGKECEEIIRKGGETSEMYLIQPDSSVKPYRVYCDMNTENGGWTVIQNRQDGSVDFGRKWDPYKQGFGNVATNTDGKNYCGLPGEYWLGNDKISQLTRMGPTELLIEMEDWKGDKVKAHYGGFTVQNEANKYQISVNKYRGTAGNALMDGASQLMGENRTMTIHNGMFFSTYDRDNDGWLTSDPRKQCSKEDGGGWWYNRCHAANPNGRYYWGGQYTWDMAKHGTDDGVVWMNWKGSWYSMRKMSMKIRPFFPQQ
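Assay system: Human fibrin DD(E) protein | Medium: Tris buffer with calcium and detergent, pH 7.8 | Reagent: 0.1 µM fluorescent Tn7 | Compound dosing: Single point at 8.3 µM | Times: 10 min preincubation, 3 h with tracer, room temperature | Detection: Fluorescence polarization of the labelled Tn7 tracer | Controls: Aha-Tn7 high control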
DDE Tn6 FP inh: inhibitors of Tn6 peptide binding to fibrin DD(E), primary screen, biochemical, fluorescence polarization, human fibrin, Tn6 probe; Fibrin DD(E) TRITC-Tn6 fluorescence polarization displacement; Fibrinogen beta chain (Homo sapiens), P02675; inhibition, % at 8.3 µM; AID 720509, 2013; 0.21% of 370,000 active;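 active = inhibition above a per-campaign cutoff: mean of compounds within control limits plus 3 SD, cut at about 15% in these data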;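 also: 0% = median of all compound wells on the plate and 100% = blocking peptide control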
UHRF1 binding: UHRF1 methylated DNA binding inhibitors, primary screen, counter-screen for MBD2 inhibitor project, biochemical, TR-FRET, human UHRF1, single concentration | UHRF1 binding to methylated oligo | inhibition, % at 4.4 µM | 0.75% of 370,000 active; in the data active = inhibition above about 21%;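 also: UHRF1 SRA domain binding a hemimethylated CpG hairpin DNA probe; 0% = median of test compound wells and 100% = reference inhibitor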
MBD2 DNA inh: inhibitors of MBD2 binding to methylated DNA, primary screen, biochemical, TR-FRET, DNA-binding domain, human | Methyl-CpG-binding domain protein 2 (Homo sapiens), Q9UBB5 | MBD2 binding to methylated oligonucleotide | inhibition, % at 4.4 µM | 0.31% of 370,000 active | AID 686964, 2013; in the data active = inhibition above about 13%
LEDGF integ inh: blockers of LEDGF/p75-dependent integrase strand transfer – biochemical, TR-FRET, high throughput, primary screen; HIV-1 integrase (with human LEDGF/p75); TR-FRET IN-LEDGF/p75 DNA integration, Eu/Cy5; inhibition, % at 3.7 µM; 0.64% of 370,000 active; AID 743269, 2014;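 active = inhibition above the screen-wide mean plus 3 SD, cut at about 13% in these data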;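 also: signal is the Cy5 over europium emission ratio at 671 and 618 nm; 0% = plate median of compound wells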
TCR CD3 inh: inhibitors of human TCR-CD3 interaction, primary screen, biochemical, fluorescence, TAMRA-labeled TCR probe | AID 651800, 2012 | 0.37% of 360,000 active | inhibition, % at 9.4 µM; in the data active = inhibition above about 19%;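 also: recombinant mutant TCR 2C K166C tagged with TAMRA read by polarization; 0% = receptor in buffer alone and 100% = receptor with positive control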
Numbers without * were called inactive.

SMILES | PRMT1 FP inh | TDP2 inh | KLK7 zymogen act | SIAE inh | DDE Tn7 FP inh | DDE Tn6 FP inh | UHRF1 binding | MBD2 DNA inh | LEDGF integ inh | TCR CD3 inh
COC(=O)C1=C(c2ccc(C(C)=O)cc2)C[C@@H]2CC[C@H]1N2C(=O)N1CCCC1 | -3 | -8 | 0.5 | -7 | 0 | -4 | -1 | 2 | -1 | 6
CCC(=NCc1cc(OC)cc(OC)c1)c1c(O)n(C2CCCCC2)c(=O)[nH]c1=O | 0 | 12 | -0.6 | 4 | -5 | 1 | -1 | -5 | 1 | -1
CCN(CC)c1nc2c(C)cccn2c(=O)c1C=C1C(=O)NC(=O)NC1=O | 2 | 4 | 0.5 | -1 | -1 | 5 | -4 | 4 | 4 | 6
NCCc1c[nH]c2ccc(OCc3ccccc3)cc12 | 2 | 0 | 0.8 | 9 | 5 | -5 | 0 | 1 | -1 | -3
CNC(=S)N(C)CCc1cc2c(c(OC)c1/C=C1/C(=O)NC(=O)N(C)C1=O)OCO2 | 21 | -4 | 0.8 | -3 | -5 | 4 | -1 | 0 | 2 | 1
COc1cc(/C=C/[N+](=O)[O-])ccc1O | 15 | 4 | -0.1 | 1 | 0 | 4 | -2 | 2 | 2 | 1
COc1ccc(N/N=C/c2c(O)n(-c3cccc(C)c3)c(=O)[nH]c2=O)cc1 | 8 | 0 | -0.2 | 0 | -13 | 0 | -8 | -9 | 2 | 1
N=Cc1c(O)n(-c2ccc(C34CC5CC(CC(C5)C3)C4)cc2)c(=O)[nH]c1=O | -1 | 1 | -1.2 | -25 | 2 | 1 | -1 | 0 | -1 | 6
O=C/C=C/c1ccccc1 | -2 | -1 | 0.8 | 1 | -2 | 9 | -1 | -1 | 1 | 3
CCOc1cc(C)cc2oc(=O)c3c(c12)CCCC3 | -3 | 5 | -3.1 | 1 | -2 | 10 | -1 | 0 | -5 | -3
O=C(O)Cc1cnc[nH]1 | -2 | -13 | 0.3 | 4 | -12 | -1 | 1 | -1 | 5 | -2
C[C@]12CCC3C(CC[C@H]4C[C@H](N)CC[C@]34C)C1CC[C@H]2O (some centres undefined) | 3 | -8 | -0.1 | -9 | -1 | 3 | 1 | -2 | 21* | -5
Oc1cccc2cccnc12 | -3 | 4 | -1.0 | 4 | -3 | -1 | 3 | 2 | -3 | -5
O=[N+]([O-])c1cccc(NP(=O)(N2CC2)N2CC2)c1 | -8 | -2 | 0.3 | 1 | -3 | -7 | -2 | 3 | 2 | 1
CCOc1ccc(N=Cc2c(O)n(C(C)(C)C)c(=O)[nH]c2=O)cc1 | 4 | 2 | -0.8 | -5 | -5 | -5 | 1 | 8 | 3 | 1
C=C1C2C[C@H](O)C(C)(C)[C@@]2(O)[C@H](O)C[C@]23C[C@@](C)(O)[C@H](CC[C@H]12)[C@H]3OC(C)=O (some centres undefined) | 3 | 2 | -0.3 | 2 | -5 | 6 | -2 | -1 | 0 | -2
CC1CN1P(=O)(Oc1ccc2ccccc2c1)N1CC1C (centres undefined) | 2 | -10 | -1.0 | 10 | 9 | 1 | -1 | 0 | -6 | -2
COCCNC(=O)Cn1cc(/C=C2\C(=O)NC(=O)N(c3cccc(C)c3C)C2=O)c2ccccc21 | 0 | 12 | -0.4 | -19 | 3 | -1 | -4 | -8 | 0 | 5
COC(=O)C1=C(c2cccc(OCc3ccccc3)c2)C[C@@H]2CC[C@H]1N2C(=O)NCc1ccc(F)cc1 | -2 | -4 | 0.2 | -7 | 5 | 4 | -3 | -2 | -2 | 7
O=C(COC(=O)Cc1ccccc1)Nc1cc(S(=O)(=O)N2CCCCC2)ccc1Cl | 2 | -5 | -0.3 | -5 | 1 | 5 | 3 | 4 | -4 | -5
CCC(=NCCc1c[nH]c2ccccc12)c1c(O)n(C)c(=O)n(C)c1=O | -1 | -10 | 0.1 | 3 | -3 | 1 | 1 | -3 | -2 | 1
CC1CCC2C(C)C(=O)OC3OC4(C)CCC1C32OO4 (centres undefined) | -1 | -7 | 0.4 | -3 | 1 | -7 | 3 | 3 | -4 | 4
CC(=O)NC(Cc1ccc(N(CCCl)CCCl)cc1)C(=O)NC(CC(C)C)C(=O)O (centres undefined) | -2 | -11 | -0.7 | 7 | 2 | -3 | -1 | -7 | -2 | 0
COc1cccc(C(=O)NCCN2CCC3(CC2)C(=O)NCN3c2ccccc2)c1 | 1 | 1 | 0.2 | -2 | -6 | -2 | -1 | 1 | -2 | -3
CC(=NCc1ccc(F)cc1)c1c(O)n(C)c(=O)n(C)c1=O | 0 | 7 | -0.6 | -5 | 2 | 2 | 2 | 7 | 1 | -3
SMILES | PRMT1 FP inh | TDP2 inh | KLK7 zymogen act | SIAE inh | DDE Tn7 FP inh | DDE Tn6 FP inh | UHRF1 binding | MBD2 DNA inh | LEDGF integ inh | TCR CD3 inh
Oc1ccc2ccccc2c1CN1CC=C(c2ccccc2)CC1 | 1 | -10 | -0.3 | -3 | -1 | -6 | 1 | -5 | 0 | -8
N[C@@H]1CC[C@@]2(O)[C@H]3Cc4ccc(O)c5c4[C@@]2(CCN3CC2CC2)C1O5 (some centres undefined) | 5 | -2 | 0.3 | -7 | 5 | -5 | 1 | -3 | -2 | -9
O=NN1CCCCC1 | -2 | -4 | 0.5 | 0 | -5 | 0 | -1 | 0 | -3 | 3
NCCc1nc2ccccc2s1 | 5 | -4 | 0.3 | -2 | -4 | -8 | 4 | 3 | -5 | -9
Cc1[nH]c2ccc(OC(F)(F)F)cc2c1CCNCc1cccc([N+](=O)[O-])c1 | 1 | -5 | -0.5 | 11 | -1 | 3 | 2 | 4 | -5 | -7
Cc1cc2ccccn2c1C(C[N+](=O)[O-])c1c(F)cccc1Cl (centres undefined) | 5 | 3 | -0.8 | 2 | 1 | 6 | 2 | -1 | 3 | -1
CN(C)CCc1nn[nH]n1 | 2 | 6 | -0.1 | 3 | 2 | -2 | 4 | 0 | -1 | 3
Cc1cc(N2CCNCC2)nc2ccccc12 | -5 | 10 | 1.4 | 9 | 3 | -6 | 0 | -1 | 5 | 2
COc1ccc(C(O)c2cc(OC)ccc2OP(=O)(N(C)C)N(C)C)cc1 (centres undefined) | -1 | -4 | -0.7 | -2 | -3 | -2 | -1 | 0 | -1 | -1
O=C(O)CCCOc1ccc(Cl)cc1Cl | -3 | 6 | 0.5 | 3 | 3 | 0 | -1 | -1 | 1 | 3
CCCCC(C)C(OC(=O)CC(CC(=O)O)C(=O)O)C(CC(C)CC(O)CCCCC(O)CC(O)C(C)N)OC(=O)CC(CC(=O)O)C(=O)O (centres undefined) | 1 | 2 | 0.2 | 2 | 3 | 1 | 5 | -5 | -1 | 2
CC(=O)[C@H]1CCC2C3CC[C@H]4C[C@@H](O)CC[C@]4(C)C3CC[C@@]21C (some centres undefined) | -5 | -9 | 0.0 | -7 | 2 | 0 | 3 | -5 | 5 | -1
COc1ccc(CCNCc2ccccc2F)cc1OC | -1 | -7 | -0.5 | 2 | 0 | 0 | 1 | 2 | 1 | 11
O=C(/C=C/c1ccc(Cl)cc1)NC(=S)N1C[C@H]2C[C@H](C1)c1cccc(=O)n1C2 | -3 | 5 | 0.3 | 5 | 6 | 0 | -2 | -6 | 1 | 8
Cc1cc(=O)oc2cc(OCC(=O)N3C[C@H]4C[C@@H](C3)c3cccc(=O)n3C4)c(Cl)cc12 | 3 | -4 | -0.3 | 0 | 13 | -1 | -2 | -4 | 0 | -2
O=C(O)CP(=O)(O)c1ccc(Cl)cc1 | -1 | -2 | 0.5 | -6 | 7 | 1 | 10 | 2 | -1 | 7
CC(=O)N(C)CC#CCN1CCC(O)CC1 | -1 | 2 | -0.2 | -2 | 2 | 3 | -3 | 2 | -3 | 0
O=C(C[N+]12CCC(CC1)C(CO)C2)c1ccc([N+](=O)[O-])cc1 (centres undefined) | 2 | -4 | 0.1 | 3 | 1 | -7 | 29* | 4 | -1 | -5
CCOc1ccc(C(C)=O)cc1Cc1c(O)[nH]c(=S)[nH]c1=O | 9 | 0 | 0.1 | -2 | -1 | -3 | 1 | 2 | -4 | 0
COc1nc(NCC2CCCO2)nc(N2CC3CC(C2)c2cccc(=O)n2C3)n1 (centres undefined) | 4 | -1 | 0.2 | 1 | 2 | 0 | 0 | 4 | -3 | -7
Cc1cc(C)c(C)c(C(O)(C(=O)O)c2ccccc2)c1C (centres undefined) | 6 | -7 | 1.2 | 2 | 2 | 7 | 2 | 1 | 2 | -4
CN1C[C@H](CNC(=O)OCc2ccccc2)C[C@@H]2c3cccc4c3c(cn4C)C[C@H]21 | 39* | 0 | 4.8 | 6 | 9 | 2 | -3 | -9 | 7 | 2
CCCOP(=O)(OCCC)C(NC(=O)c1cc(OC)c(OC)c(OC)c1)c1ccccc1 (centres undefined) | -2 | 1 | -0.5 | 17* | 0 | 7 | 0 | -2 | -2 | 3
COCCNC(=O)N1[C@H]2CC[C@@H]1C(C(=O)OC)=C(c1ccc(-c3ccccc3)c(F)c1)C2 | 3 | -9 | 0.4 | 4 | 2 | 2 | 0 | 4 | 2 | -6
C=CCN1C(=O)/C(=C/c2ccc(Br)s2)C(=O)NC1=S | 7 | -2 | -0.1 | -39 | 8 | 2 | 2 | 3 | -3 | -27
CNCCc1nc(N)n[nH]1 | -1 | -9 | -0.2 | 0 | -3 | 1 | 3 | -2 | 4 | 8
OC1/C(=C/c2ccccc2F)N2CCC1CC2 (centres undefined) | -1 | -2 | 0.2 | 2 | -5 | -4 | 1 | 6 | 1 | 1

Retrieved one by one from the list above (4):
SMILES | PRMT1 FP inh | TDP2 inh | KLK7 zymogen act | SIAE inh | DDE Tn7 FP inh | DDE Tn6 FP inh | UHRF1 binding | MBD2 DNA inh | LEDGF integ inh | TCR CD3 inh
Cc1cc(N2CCNCC2)nc2ccccc12 | -5 | 10 | 1.4 | 9 | 3 | -6 | 0 | -1 | 5 | 2
O=C(C[N+]12CCC(CC1)C(CO)C2)c1ccc([N+](=O)[O-])cc1 (centres undefined) | 2 | -4 | 0.1 | 3 | 1 | -7 | 29* | 4 | -1 | -5
NCCc1c[nH]c2ccc(OCc3ccccc3)cc12 | 2 | 0 | 0.8 | 9 | 5 | -5 | 0 | 1 | -1 | -3
COc1nc(NCC2CCCO2)nc(N2CC3CC(C2)c2cccc(=O)n2C3)n1 (centres undefined) | 4 | -1 | 0.2 | 1 | 2 | 0 | 0 | 4 | -3 | -7

Not all compounds are listed; rates above refer to the full screens.
